High-throughput results (PubChem)
HTRA1 inh: blocks human HTRA1 serine peptidase; inhibition, % at 5.96 µM; recombinant HTRA1, FP-rhodamine activity-based probe, fluorescence polarization; 340,000 tested, 0.5% active; in the data active = inhibition above about 36%;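 note: 0% = enzyme with DMSO and 100% = wells lacking enzyme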
Target sequence (Q92743 whole entry, looked up): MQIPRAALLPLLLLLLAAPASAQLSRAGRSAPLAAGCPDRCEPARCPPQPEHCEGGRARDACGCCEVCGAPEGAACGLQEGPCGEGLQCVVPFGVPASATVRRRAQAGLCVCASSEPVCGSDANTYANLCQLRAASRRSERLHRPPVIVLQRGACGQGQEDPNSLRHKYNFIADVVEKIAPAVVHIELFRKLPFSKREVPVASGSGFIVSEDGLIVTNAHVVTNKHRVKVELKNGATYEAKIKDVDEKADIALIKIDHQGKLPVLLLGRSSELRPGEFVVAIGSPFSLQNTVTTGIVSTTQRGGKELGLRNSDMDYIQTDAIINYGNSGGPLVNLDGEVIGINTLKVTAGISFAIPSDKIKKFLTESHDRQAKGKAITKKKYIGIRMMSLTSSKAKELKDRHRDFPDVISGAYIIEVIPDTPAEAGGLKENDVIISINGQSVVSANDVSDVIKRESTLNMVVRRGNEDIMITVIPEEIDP
Active calls of the source: *. These rows are one share of the data. The share of hits here may be higher or lower than overall.

HTRA1 inh	structure
-2	CC(=O)c1ccc(OCCCCCCCOc2ccc(C(C)=O)cc2)cc1
-2	CCOC(=O)N1CCN(Cc2nc(N)nc(Nc3ccccc3C)n2)CC1
-39	O=C(Nc1ccc(OC(F)F)c(Cl)c1)c1cccc(OC(F)F)c1
-3	OCc1cc(Br)ccc1OCc1nc2ccccc2s1
4	Oc1ccccc1/C=N/n1c(-c2cccs2)n[nH]c1=S
-8	CC(C)(C)c1ccc(CSc2nc(N)cc(=O)[nH]2)cc1
13	COc1ccc(OC)c(/C=N/NC(=O)c2ccc[n+](CC(=O)c3ccccc3)c2)c1
-1	COCCNC(=O)c1ccc2c(c1)nc(C)n2-c1cc(OC)c(OC)c(OC)c1
38*	Cc1c(Cl)cccc1NS(=O)(=O)c1ccc2c(c1)C1C=CCC1C(c1ccc(C(=O)O)cc1)N2 (stereo unspecified)
-59	C#CCOCCOCCOCCNc1nc(N2CCN(C(=O)CCCCCCCCCCNC(=O)[C@H](CCCCN)n3cc(C)nn3)CC2)nc(N2CCN(C(=O)CCCCCCCCCCNC(=O)[C@@H]([C@H](C)O)n3cc(C)nn3)CC2)n1
-110	CCn1cc([N+](=O)[O-])c(C(=O)N2N=C(c3ccc4ccccc4c3)CC2c2cc(Br)ccc2O)n1 (stereo unspecified)
6	CCCOc1ccc(/C(O)=C2/C(=O)C(=O)N(CCN(C)C)C2c2ccc(O)c(OC)c2)cc1 (stereo unspecified)

Going on with the list.
HTRA1 inh	structure
-2	O=C(NNc1nccc(C(F)(F)F)n1)Nc1cccc(Cl)c1
-14	CC[C@]12c3[nH]c4cc(CCC(=O)N(C)C)ccc4c3CCN1C(=O)[C@@H](CC(=O)NC/C=C(\C)CCC=C(C)C)C[C@@H]2C(=O)N1CCN(C(=O)c2ccco2)CC1
0	C=CCn1c(N2CCCCCC2)nc2c1c(=O)n(C)c(=O)n2C
-9	O=C1OCCN1C(=O)[C@H]1[C@H](c2ccc(Cl)cc2)C(c2cccc(Cl)c2)=NN1c1ccccc1
-8	COc1ccc(NC(=O)N(C)[C@H]2C[C@H]3c4[nH]c5ccc(-c6cccc(C)c6)cc5c4CCN3C[C@H]2[C@H](C)O)cc1
-12	O=C(Nc1nc2ccccc2[nH]1)c1ccc(Cl)c(S(=O)(=O)N2CCCC2)c1
-3	CCOc1ccccc1CNC(=O)CNC(=O)c1cccs1
0	O=C(NCc1ccccn1)C1CCCN(S(=O)(=O)c2cc(Cl)ccc2Cl)C1 (stereo unspecified)
6	CN1C(=O)c2ccccc2C(C(=O)NCCCN2CCCC2)C1c1c[nH]c2ccccc12 (stereo unspecified)
-6	Cc1ccc(S(=O)(=O)N2CCCC2C(=O)OCc2ccco2)cc1 (stereo unspecified)
-7	Cc1ccc(S(=O)(=O)N(C)C)cc1NC(=O)c1cc(-c2ccco2)nc2ccccc12
3	O=C(Cn1cnc(S(=O)(=O)N2CCCCC2)c1)N1CCN(c2ccc([N+](=O)[O-])cc2)CC1

(further entries)
HTRA1 inh	structure
-1	CN1CCc2c(sc(NC(=O)c3ccc(S(=O)(=O)N4CCCCCC4)cc3)c2C(N)=O)C1
5	CC[C@@]1(c2ccccc2OC)C(=O)N(C(=O)OC)N1C(=O)OC
-8	CCNC(=S)NNC(=O)c1cc(-c2ccccc2C)nc2ccccc12
5	Nc1c(Cl)cc(Cl)cc1C(=O)OCC(=O)N1CCCC1=O
-30	C#CCn1c(=NC(=O)c2ccc(S(=O)(=O)N3CCc4ccccc4C3)cc2)sc2cc(S(N)(=O)=O)ccc21
-55	CC(C)OC(=O)C(C(=O)C(F)(F)F)c1cc(NS(=O)(=O)c2ccc3ccccc3c2)c2ccccc2c1O (stereo unspecified)
0	Nc1ncnc2c1ncn2[C@@H]1O[C@H](CNC(=O)[C@@H]2CCC(=O)N2)[C@@H](O)[C@H]1O
-14	COc1ccc(C2c3ccc4ccccc4c3Oc3ncn(CCO)c(=N)c32)cc1OC (stereo unspecified)
-2	Cc1cc(C)cc(NC(=O)c2cccc3c2C(=O)N(C2CCCCC2)C3)c1
-34	COc1cccc(C2=CC(=O)C[C@H](c3ccc4c(c3)OCO4)C2)c1
17	COc1cc(OC)c2c(O)c3c(c(-c4c5c(c(O)c6c(OC)cc(OC)cc46)CO[C@@H](C)[C@H]5O)c2c1)[C@H](O)[C@H](C)OC3
9	Cc1[nH][nH]c(=O)c1C(c1c(C)[nH][nH]c1=O)c1cn(Cc2ccc(F)cc2)c2ccccc12

Going on with the list.
HTRA1 inh	structure
27	O=c1c2c([nH]c3ccccc13)C(=C1CCCC1)CC2
-19	CN1CCN(c2oc(-c3ccccc3F)nc2S(=O)(=O)c2ccc(Cl)cc2)CC1
4	CCC(C)NC(=O)C1CCC(CNS(=O)(=O)c2cccc3nsnc23)CC1 (stereo unspecified)
3	O=C1COc2ccc(C(=O)COC(=O)/C=C/c3ccco3)cc2N1
51*	CCOC(=O)N1CCN(S(=O)(=O)c2ccc(C(=O)NNc3nc4ccc(Cl)cc4s3)cc2)CC1
-92	C=C1CCC2C(C)(C)[C@H](O)CC[C@@]2(C)[C@@H]1COc1cc(=O)oc2ccccc12 (stereo partly specified)
-33	COc1ccc(-c2nc(-c3ccc(NC(=O)c4ccncc4)cc3)no2)cc1OC
-2	Cc1ccccc1C(=O)Nc1ccc(S(=O)(=O)N2CCOCC2)cc1
-10	CC(=O)c1ccc(-n2c(CCC(=O)O)ccc2-c2ccc(C)cc2)cc1
-16	O=S(=O)(c1ccc(Cl)c(Cl)c1)c1snnc1-c1ccccc1
22	CCN1CC=C2C(C#N)=C(N)C(C#N)(C#N)[C@H](c3ccoc3)[C@H]2C1
3	O=C(C1CCCN1S(=O)(=O)c1cccc2nsnc12)N1CCN(c2ccccc2)CC1 (stereo unspecified)

Further results
HTRA1 inh	structure
-58	O=C(Nc1c(C(=O)O)oc2ccc(Br)cc12)c1ccccc1
-46	C#CCOCCOCCOCCNc1nc(N2CCN(C(=O)CCCCCCCCCCNC(=O)[C@@H](CCSC)n3cc(CCO)nn3)CC2)nc(N2CCN(C(=O)CCCCCCCCCCNC(=O)[C@H](CO)n3cc(CCCCCN)nn3)CC2)n1
4	OC(CNCC1CCCO1)COc1ccc(OCC(O)CNCC2CCCO2)cc1 (stereo unspecified)
-2	CC(C)c1ccc(Cc2nnc(NCCCO)[nH]c2=O)cc1
3	O=C(NCCCN1CCOCC1)c1sc2cc([N+](=O)[O-])ccc2c1Cl
7	Cc1c(NC(=O)c2cccnc2Cl)c(=O)n(-c2ccccc2)n1C
-35	CCCCCc1cc(=O)oc2c(C(CCN3CCCC(C)C3)c3cc(OC)c(OC)c(OC)c3)c(OC)cc(OC)c12 (stereo unspecified)
-8	C=C/C(C)=C/C[C@H]1C(=C)CCC2[C@](C)(C(=O)O)CCC[C@@]21C (stereo partly specified)
-8	CCN(c1ccc(OC)cc1)S(=O)(=O)c1nnc(NC(=O)c2ccc(C)cc2)s1
-5	COC(=O)C1=C(C)N=c2s/c(=C/c3ccoc3)c(=O)n2C1c1ccccc1 (stereo unspecified)
-26	Cc1ccc(N/N=C(\Cc2nc3ccccc3[nH]2)c2ccccc2)cc1
-1	O=C(Nc1ccc(N2CCOCC2)cc1)c1ccc(Cl)nc1

The results go on:
HTRA1 inh	structure
6	O=C1CC(=O)OC(c2ccc([N+](=O)[O-])cc2)O1
25	O=C1CCCC(=NNC(=O)c2cc3ccccc3cc2O)C1
-11	CC1C=CC=CC=CC=CC=CC=CC=CC(OC2OC(C)C(O)C(N)C2O)CC2OC(O)(CC(O)CC(O)C(O)CCC(O)CC(O)CC(=O)OC(C)C(C)C1O)CC(O)C2C(=O)O (stereo unspecified)
-4	CCc1cccc(NC(=O)c2cccc3c2C(=O)N(C2CCCCC2)C3)c1
-4	Cc1ccccc1N(CC(=O)NC1CCCC1)C(=O)c1oc(C(C)(C)C)cc1C
-6	COCCNC(=O)c1cccc(OC2CCN(Cc3ccccc3OCCO)CC2)c1
-2	C=CCn1c(=O)/c(=C\c2ccsc2)s/c1=C(/C#N)C(=O)NCCN1CCOCC1
6	O=C(CSc1nccn1-c1ncc(C(F)(F)F)cc1Cl)c1ccc(Br)cc1
-1	CCN1CCN(C(c2ccc(OC)cc2)C(O)C(=O)c2c[nH]c3ccccc23)CC1 (stereo unspecified)
-4	CC(=O)Nc1ccc(NC(=O)c2sc3nc4c(c(-c5ccc(C)cc5)c3c2N)CCC4)cc1
-40	COc1ccc(NC(=O)CSc2nc3n[nH]c(C)c3c(=N)n2-c2ccc(Cl)c(C)c2)cc1OC
-9	O=C(O)c1ccc(NS(=O)(=O)c2cccc(S(=O)(=O)c3ccc(Cl)c(Cl)c3)c2)cc1

Other results
HTRA1 inh	structure
3	Cc1c([N+](=O)[O-])cc(N2C(=O)C=CC2=O)cc1[N+](=O)[O-]
-4	CCCC(=O)N(CCN1CCOCC1)c1nc2c(C)cccc2s1
7	CN(Cc1ccccc1)S(=O)(=O)c1ccc(C(=O)Nc2nnc(C3CC3)o2)cc1
53*	O=C1c2cc(Br)ccc2N(Cc2ccc(Br)cc2)S(=O)(=O)C1c1cc(Cl)c(Cl)cc1[N+](=O)[O-] (stereo unspecified)
2	C[C@@H]1NC(=O)c2cc([N+](=O)[O-])cc(I)c2OCC[C@@H](C(N)=O)NC(=O)[C@H](CCCCN)NC1=O
-5	CC(C)(C)NCC(O)(c1ccc(Cl)cc1)c1ccc(Cl)cc1
-7	Cc1ccc(Cn2c(=N)c(C(=O)NC3CCCC3)cc3c(=O)n4ccccc4nc32)cc1
-21	O=C1C(Cc2ccccc2)Nc2ncnc(N3CCCCC3)c2N1Cc1ccc(Cl)cc1 (stereo unspecified)
6	CCN(CC)c1ccc2nc3ccccc3[n+](CC)c2c1
28	COc1ccc2ccc3c(c2c1)N=CC1(O3)N(C)c2ccccc2C1(C)C (stereo unspecified)
-1	CCCNc1c(NS(=O)(=O)c2ccc(C3CCCCC3)cc2)c(=O)oc2ccccc12
-1	COC(=O)c1cc(OC)c(OC)cc1N1C(=O)CCCC1=O

Continued:
HTRA1 inh	structure
1	O=C(CNC(=O)c1ccco1)OCc1ccc(Br)cc1
2	C#CCOCCOCCOCCNc1nc(N2CCN(C(=O)C([C@@H](C)CC)n3cc(C(N)CC(C)C)nn3)CC2)nc(N2CCN(C(=O)[C@H](CCC(=O)O)n3cc(C(N)Cc4ccc(O)cc4)nn3)CC2)n1 (stereo partly specified)
-15	COc1ccc2oc(C(=O)OCC(=O)Nc3ccccc3OC)c(C)c2c1
23	O=[N+]([O-])c1ccc(C=Nc2cccc3ccccc23)s1
73*	Brc1ccc(C=Nc2ccc(Nc3ccccc3)cc2)s1
-8	CCOc1cccc(-c2c(C(=O)N/N=C/c3ccco3)nnn2-c2nonc2N)c1
-9	O=C(Nc1ccc(F)cc1F)C1CCCN(c2ncnc3c2nc2n3CCCCC2)C1 (stereo unspecified)
-4	COc1cc2nc(N(CCN(C)C)C(=O)c3ccc4ccccc4c3)sc2cc1OC
-8	CN1/C(=C\C(=O)COC(=O)C2COc3ccccc3O2)C(C)(C)c2ccccc21 (stereo unspecified)
-9	Cc1cccc(C(=O)OC(C)C(=O)NC(=O)NC2CCCCC2)c1O (stereo unspecified)
9	Cc1noc(C)c1COc1ccc(C(=O)NNC(=O)c2ccccc2F)cc1
-25	COc1cccc(/C=N/NC(=O)c2ccncc2)c1OC(=O)c1ccc(Br)cc1

Further records follow:
HTRA1 inh	structure
-72	Cc1cc(C)cc(NC(=O)c2nnn(Cc3cc(C)ccc3C)c2N)c1
-10	COc1ccccc1NS(=O)(=O)c1ccc2oc(SC3CCOC3=O)nc2c1 (stereo unspecified)
1	CC(=O)c1ccc(NC(=O)c2ccc(NC(=O)c3ccco3)cc2)cc1
-2	Cc1ccc2cc(CN(CC(C)C)S(=O)(=O)c3ccccc3)c(=O)[nH]c2c1
1	COc1ccccc1NC(=O)C1CCCN1S(=O)(=O)c1cccc2nsnc12 (stereo unspecified)
9	COC(=O)c1cc(S(=O)(=O)Nc2cccc(-c3cnco3)c2)oc1C
12	O=S(=O)(Nc1cccc2ncccc12)c1cccs1
-6	COc1ccc(C(=O)/C(=C\c2ccco2)N2C=CC=CC2=C(C#N)C#N)cc1
2	COc1ccc(N(CC(=O)Nc2ccc3c(c2)OCCO3)S(=O)(=O)c2cccnc2)cc1
1	COc1cc2c(cc1OC)CN(C(=O)Cn1ccccc1=O)CC2
1	COC(=O)c1[nH]c(=O)c2ccccc2c1O
12	CCC(C)Sc1ccc(-c2nc3ccc(C)cn3c2NCc2ccccc2)cc1OC (stereo unspecified)

Next entries follow:
HTRA1 inh	structure
0	CCc1c(C)nc(SCc2cccnc2)[nH]c1=O
1	O=C(Nc1nnc(-c2ccc(Br)cc2)o1)c1ccco1
26	CC(=O)N1N=C(c2ccccc2)OC1c1ccc([N+](=O)[O-])s1 (stereo unspecified)
-2	CCOC(=O)CN1C(=O)N[C@@H](c2ccccc2)C(C(C)=O)=C1C

Compounds above that have two or more sulfur atoms (13):
HTRA1 inh	structure
4	Oc1ccccc1/C=N/n1c(-c2cccs2)n[nH]c1=S
-1	CN1CCc2c(sc(NC(=O)c3ccc(S(=O)(=O)N4CCCCCC4)cc3)c2C(N)=O)C1
-30	C#CCn1c(=NC(=O)c2ccc(S(=O)(=O)N3CCc4ccccc4C3)cc2)sc2cc(S(N)(=O)=O)ccc21
4	CCC(C)NC(=O)C1CCC(CNS(=O)(=O)c2cccc3nsnc23)CC1 (stereo unspecified)
51*	CCOC(=O)N1CCN(S(=O)(=O)c2ccc(C(=O)NNc3nc4ccc(Cl)cc4s3)cc2)CC1
-16	O=S(=O)(c1ccc(Cl)c(Cl)c1)c1snnc1-c1ccccc1
3	O=C(C1CCCN1S(=O)(=O)c1cccc2nsnc12)N1CCN(c2ccccc2)CC1 (stereo unspecified)
-8	CCN(c1ccc(OC)cc1)S(=O)(=O)c1nnc(NC(=O)c2ccc(C)cc2)s1
-2	C=CCn1c(=O)/c(=C\c2ccsc2)s/c1=C(/C#N)C(=O)NCCN1CCOCC1
-9	O=C(O)c1ccc(NS(=O)(=O)c2cccc(S(=O)(=O)c3ccc(Cl)c(Cl)c3)c2)cc1
-10	COc1ccccc1NS(=O)(=O)c1ccc2oc(SC3CCOC3=O)nc2c1 (stereo unspecified)
1	COc1ccccc1NC(=O)C1CCCN1S(=O)(=O)c1cccc2nsnc12 (stereo unspecified)
12	O=S(=O)(Nc1cccc2ncccc12)c1cccs1
